Screening data (PubChem BioAssay)
APOBEC3G inh – APOBEC3G (human) deaminase inhibition; recombinant A3G, ssDNA deamination FAM/TAMRA fluorescence; 330,000 compounds, 0.28% hits; inhibition, % at 20 µM; Q9HC16;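 active = inhibition of at least 40% at 20 µM, with no more than 30% in the related APOBEC3A deaminase screen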;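 also: plate controls were DMSO wells with A3G for no effect and wells lacking A3G enzyme for full effect; some compounds called inactive have numbers as strong as hits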
CCR6 antagonist – blocks CCL20-driven beta-arrestin recruitment at human CCR6; CHO-K1 CCR6 PathHunter beta-arrestin, luminescence, CCL20-stimulated; 340,000 compounds, 0.49% hits; inhibition, % at 20 µM; P51684; AID 493098;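 active = compounds whose inhibition of the agonist-driven luminescence signal at 20 µM reaches about 50%, limit read from the data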;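 also: cells stimulated with CCL20 at 14 nM final; plate controls were DMSO with CCL20 for no effect and DMSO without agonist for full effect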
MPTP block – blocks calcium-induced mitochondrial swelling; isolated mouse mitochondria, Ca2+ swelling absorbance, 30 min; inhibition, % at 10 µM; 360,000 compounds, 1.4% hits; AID 602449;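 active = inhibition of 50% or more, scaled per plate between neutral and stimulator controls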;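 also: 0% = DMSO wells given calcium and 100% = 1 mM EGTA wells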
CXCR6 inh – blocks human CXCR6 beta-arrestin recruitment. O00574. 360,000 compounds, 0.36% hits. CHO-K1 PathHunter CXCR6 beta-arrestin, luminescence. AID 602244. inhibition, % at 20 µM; in the data active = inhibition above about 34%, passing the limit was not always enough;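 also: antagonist mode with CXCL16 agonist at 10 nM final; 0% = 10 nM CXCL16 with DMSO and 100% = unstimulated wells without agonist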
Target sequence (O00574 whole entry, looked up): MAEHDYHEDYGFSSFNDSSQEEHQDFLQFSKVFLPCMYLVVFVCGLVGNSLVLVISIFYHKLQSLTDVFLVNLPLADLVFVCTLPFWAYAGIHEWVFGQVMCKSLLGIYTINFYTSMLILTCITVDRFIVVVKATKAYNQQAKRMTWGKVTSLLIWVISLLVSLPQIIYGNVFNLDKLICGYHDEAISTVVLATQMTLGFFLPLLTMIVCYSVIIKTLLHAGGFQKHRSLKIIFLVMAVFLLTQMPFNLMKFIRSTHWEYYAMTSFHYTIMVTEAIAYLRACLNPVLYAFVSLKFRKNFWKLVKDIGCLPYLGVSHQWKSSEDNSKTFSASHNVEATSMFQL
GRIN3A LBD mod – NR3A (human) ligand-binding domain modulation. NR3A LBD differential scanning fluorimetry, Tm shift; 0% = protein alone, 100% = glycine-bound protein. Tm shift relative to glycine control, % at 25 µM. 340,000 compounds, 2.5% hits. AID 1259313;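 active = melting temperature shift of at least 10% of the positive control shift, at one fixed dose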
EBI2 antag – antagonists of human EBI2 receptor. P32249. EBI2 beta-arrestin recruitment, luminescence, 7a,25-OHC stimulated. inhibition, % at 5 µM. 360,000 compounds, 0.81% hits. AID 651636; in the data active = inhibition above about 38%;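 also: enzyme fragment complementation signal reports receptor beta-arrestin coupling in cells; 0% = agonist plus DMSO wells and 100% = wells without agonist; some results beyond the cut were filed as inactive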
Target sequence (P32249 whole entry, looked up, the tested form may be a part): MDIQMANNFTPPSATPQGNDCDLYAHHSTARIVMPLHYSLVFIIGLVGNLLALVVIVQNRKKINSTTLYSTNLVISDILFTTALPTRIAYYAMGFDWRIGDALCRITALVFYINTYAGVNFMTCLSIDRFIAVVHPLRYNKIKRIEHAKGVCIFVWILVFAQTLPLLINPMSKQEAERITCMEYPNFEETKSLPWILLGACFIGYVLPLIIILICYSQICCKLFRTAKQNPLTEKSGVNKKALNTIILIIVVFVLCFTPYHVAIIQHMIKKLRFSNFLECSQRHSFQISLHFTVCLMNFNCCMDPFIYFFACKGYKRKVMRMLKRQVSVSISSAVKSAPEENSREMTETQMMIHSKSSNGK
Gli-Sufu antag – blocks Gli-Sufu signaling in a luciferase reporter; 340,000 compounds, 0.74% hits; Sufu-KO-LIGHT fibroblasts, Gli luciferase reporter luminescence; inhibition, % at 5 µM; AID 588413;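 active = inhibition above about 55%, limit read from the data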;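 also: 0% = DMSO-treated cells and 100% = wells with medium but no cells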
A3A deaminase – human APOBEC3A DNA deaminase inhibition; 330,000 compounds, 0.41% hits; recombinant A3A, FAM/TAMRA ssDNA deamination fluorescence; AID 493011; inhibition, % at 20 µM; P31941;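 active = at least 40% inhibition at 20 µM here, with at most 30% in a related deaminase screen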;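 also: plate controls were A3A with DMSO for no effect and wells lacking A3A enzyme for full effect; some results filed as inactive read as strong as hits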
Target sequence (P31941 whole entry, looked up): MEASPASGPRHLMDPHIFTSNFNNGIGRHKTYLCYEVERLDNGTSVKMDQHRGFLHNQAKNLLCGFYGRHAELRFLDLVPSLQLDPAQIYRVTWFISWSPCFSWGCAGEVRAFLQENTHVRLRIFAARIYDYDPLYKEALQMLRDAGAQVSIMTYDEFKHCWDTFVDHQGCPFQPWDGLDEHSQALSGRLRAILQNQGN
* hit, by the source's call; · = no result given.

no.	SMILES	APOBEC3G inh	CCR6 antagonist	MPTP block	CXCR6 inh	GRIN3A LBD mod	EBI2 antag	Gli-Sufu antag	A3A deaminase
1	COCCn1nnnc1SCC(=O)Nc1ccc2c(c1)OCO2	-8.0	5.8	-2.2	5.5	0.5	-2.5	-1.2	-0.7
2	COC(=O)CN(c1ccccc1OC)S(=O)(=O)c1ccccc1	1.0	9.6	-0.6	-1.9	0.3	8.3	4.4	3.1
3	O=C(O)CCSc1nnc(-c2ccccc2)n1-c1ccccc1	-0.1	-14.0	0.8	2.4	-0.4	-7.1	3.9	-0.3
4	Cc1ccsc1/C=N/NC(=O)c1ccccn1	2.4	-8.7	0.8	-10.4	-2.9	-18.9	-92.6	-1.1
5	Cc1cccc(NC(=O)c2ccccc2Br)n1	-10.5	3.6	-2.4	-19.4	-0.9	-8.2	-9.6	-7.4
6	O=[N+]([O-])c1cc(/C=N/O)ccc1Oc1ccccc1Cl	-3.0	3.5	2.9	6.2	-1.5	0.4	-42.5	1.5
7	Cc1cc(C)c(C)c(OC(=O)c2sc(Cl)nc2C)c1	0.7	9.2	-6.8	-18.6	-3.9	-11.1	3.4	0.4
8	Cc1ccc2c(Cl)c(C(=O)NC3CC3)sc2c1	-2.4	7.5	0.4	-7.0	-2.1	-4.1	-80.2	-2.2
9	Cc1nnc(SCC(=O)Nc2sc3c(c2C#N)CCCC3)[nH]c1=O	-3.9	-4.7	-1.4	-4.9	0.9	0.7	10.0	-5.5
10	O=C1c2cccc3c(N4CCOCC4)c([N+](=O)[O-])cc(c23)C(=O)N1c1cccc2ccccc12	-3.3	28.9	2.9	20.7	-6.6	22.6	-3.1	-3.5
11	O=C(CC1SC(N2CCOCC2)=NC1=O)Nc1ccc(Cl)c(C(F)(F)F)c1 (stereo not given)	-2.1	3.2	-0.7	-10.9	-2.5	2.4	-4.2	0.7
12	O=C(CCSc1nnc(-c2ccco2)o1)Nc1ccccc1	-4.2	-6.5	1.5	0.1	-0.3	-11.7	4.2	-3.1
13	COc1cccc(NC(=O)NNS(=O)(=O)c2ccc(OC)cc2OC)c1	-5.3	-3.0	-0.4	-0.1	-1.8	-3.2	0.0	-1.2
14	O=C1C=C(c2cc3ccccc3s2)C[C@@H](c2ccc(F)cc2)C1	-7.5	8.6	0.4	-1.0	-11.3	52.7*	-9.2	-1.0
15	O=C(NCCc1ccc(C(F)(F)F)cc1)c1ccc2c(c1)OCO2	-3.7	13.7	-0.2	-2.5	1.4	4.4	0.2	-4.0
16	COc1ccc(CCNC2CC(C)N(C)CC2C)cc1OC (stereo not given)	-4.2	-17.1	0.0	-8.4	-1.2	-2.7	2.5	2.7
17	CCSc1ncc(CO)c(N)n1	-3.7	5.7	-0.2	-1.4	0.6	-2.6	19.1	-1.6
18	Cc1c(S(=O)(=O)N2CCCCC2)c(=O)n(C)c(=O)n1C	-6.2	9.1	-1.5	-23.3	·	-22.9	-5.5	1.1
19	O=S(=O)(c1ccccc1)c1nnn2c1nc(NC1CCN(Cc3ccccc3)CC1)c1ccccc12	-4.3	25.5	-2.9	9.4	3.3	13.5	40.1	-1.5
20	COc1cc(CCC(=O)OCC(=O)Nc2ccccc2F)cc(OC)c1OC	-4.6	-0.5	-2.0	0.0	-2.3	-2.9	12.1	-2.6
21	COC(=O)Cn1c(=NC(=O)C(C)(C)C)sc2c(C)cc(C)cc21	-4.3	20.8	1.7	-2.3	-18.9	7.3	7.9	-4.4
22	CN(C)CCNC(=O)NC(=O)c1ccc(Cl)cc1	-2.7	10.3	1.1	-4.1	-7.0	-21.3	6.6	1.7
23	COc1cccc(-c2cc(C(=O)NC3CCCC3)c3ccccc3n2)c1	-6.2	11.5	4.9	0.4	-0.6	9.8	-2.8	-0.2
24	Cc1ccc(S(=O)(=O)n2nc(-c3ccco3)nc2N)cc1	-1.3	1.4	-1.0	2.8	-1.9	1.6	3.1	-4.7
25	COc1cccc(NC(=O)CN2C(=O)COc3ccc(S(=O)(=O)N4CCOCC4)cc32)c1	-0.3	-0.5	0.3	13.1	3.8	-2.1	-18.3	-1.6
26	COc1ccccc1C(=O)N/N=C/c1ccc(Cl)s1	-5.2	10.3	1.3	-1.0	-11.6	-2.0	-5.4	-5.4
27	COc1ccc(Cn2c(=O)[nH]c3cc(C(=O)NC4CCN(Cc5ccccc5)CC4)ccc32)cc1	0.6	23.6	-1.0	11.3	-0.9	13.7	48.5	3.5
28	OCC1(Cc2cccc(F)c2)CCN(Cc2cccc3nccnc23)CC1	0.6	4.3	-1.1	-1.1	-0.7	0.6	0.1	6.8
29	CCN(Cc1cnn(C)c1)C(=O)c1ccc2nc(Cc3cccc(Cl)c3)oc2c1	-5.3	8.1	-1.8	-0.3	-1.0	12.3	-16.6	-4.0
30	COc1ccc(-n2nc3c(c2NC(=O)C(C)Oc2ccccc2)CS(=O)C3)cc1 (stereo not given)	3.9	7.9	1.7	3.0	5.2	3.7	-4.1	-0.9
31	CCOC(=O)CNS(=O)(=O)c1ccc(S(=O)(=O)N2CCCC2)cc1	-8.4	-25.3	-0.2	-5.8	0.4	1.6	-5.1	-3.0
32	CC(C)(C)OC(=O)N1CCC(c2c(C(=O)O)cnn2-c2ccc(Cl)cc2)CC1	4.9	-14.4	0.2	1.6	-2.5	2.4	10.3	2.2
33	COc1ccc(OCC(=O)OCC(=O)c2ccc(OC)c(F)c2)cc1	-2.2	5.2	-0.4	5.2	-1.8	14.6	1.5	1.0
34	O=C(NCCCN1CCCC1)c1ccc2c(c1)N(Cc1ccccc1)CCS2	-5.9	19.9	4.7	7.3	-0.9	-4.2	3.5	-3.0
35	CC1CN(C(=O)CCC(=O)NCc2ccc(Cl)cc2)c2ccccc2S1 (stereo not given)	-11.2	14.9	-1.8	-5.4	-0.6	0.5	44.5	-2.6
36	CC1CC(C)CN(C(=O)CSc2nnc(-c3ccco3)o2)C1 (stereo not given)	1.2	10.0	-0.1	1.2	-0.2	-9.9	-22.3	0.6
37	CCOC(=O)C1CCN(C(=O)CSc2nnc(-c3ccco3)n2-c2ccccc2)CC1	-4.7	-5.0	3.7	5.2	-3.8	1.3	-1.1	-0.4
38	COc1ccc(-c2csc(NC(=S)NC(=O)c3cccs3)n2)cc1Br	1.0	21.8	2.4	19.2	38.2*	10.8	6.1	-0.7
39	Cc1sc2ncnc(N3CCN(C(=O)c4ccco4)CC3)c2c1C	1.8	2.0	0.1	-6.3	0.8	0.7	15.3	1.0
40	CC(C)(C)c1ccc(CCC2OCC(CN3CCOCC3)O2)cc1 (stereo not given)	-0.6	-16.3	3.3	2.1	-1.5	10.1	0.1	-5.0
41	CCn1c(=O)n(-c2ccc(Cl)cc2)c(=O)c2c3c(sc21)COC(C)(C)C3	-3.3	0.5	-0.1	-1.9	-1.9	6.2	-6.9	-3.0
42	Cc1c(C(=O)Nc2nonc2-c2ccc(F)cc2)oc2ccc(F)cc12	-7.4	10.4	80.7*	-5.2	5.9	-22.4	-16.7	-0.1
43	COc1ccc(OC)c(C2NC(=O)NC(C)=C2C(=O)Nc2ccc(C)cc2C)c1 (stereo not given)	-8.1	-1.3	-0.1	-4.0	0.9	5.5	1.4	-2.1
44	O=C(Oc1cccc2c(OC(=O)N3CCCC3)cccc12)N1CCCC1	-2.5	-35.0	4.6	-1.8	-0.1	-15.9	-76.4	-11.9
45	CCN1C(=O)/C(=C\c2nc3ccccc3c(=O)n2-c2ccccc2)c2ccccc21	-2.5	2.9	2.4	9.6	-0.1	36.3	5.4	7.2
46	CC/C(=N/OC(=O)c1cccc(C)c1)C(=O)c1cccs1	-8.0	11.2	-0.9	-1.6	-0.1	-1.9	1.7	-5.0
47	CC1Cc2ccccc2N1C(=O)CSc1nc2c(c(=O)n(C)c(=O)n2C)n1Cc1ccc(F)cc1 (stereo not given)	-2.8	6.4	1.4	2.6	0.9	8.2	-16.7	-1.6
48	Cn1c(CSc2ncccn2)nnc1SCC(=O)N1CCCc2ccccc21	-4.5	-9.3	-3.8	-3.7	0.0	-3.7	5.0	-1.4
49	CC12CC(NC(=O)N1c1cccc(C(=O)NCc3ccccn3)c1)c1ccccc1O2 (stereo not given)	-9.6	14.7	0.2	-2.3	-0.4	1.1	2.3	-5.8
50	O=C(NC1CC(=O)c2sccc21)c1ccc(Cl)cc1Cl (stereo not given)	-4.7	-8.2	-0.1	1.1	-1.2	9.0	-34.6	-2.9
51	O=C(O)C1CC=CCC1C(=O)Nc1cccc(C(=O)N2CCCCC2)c1 (stereo not given)	-4.2	4.5	0.6	-0.1	0.8	-11.4	22.3	-3.0
52	C/C(=N\Nc1nc(N)cc(Cl)n1)c1cccc([N+](=O)[O-])c1	-3.2	4.5	-1.9	-2.5	-5.8	-13.7	-2.8	3.7
53	COc1ccc(Nc2ccc([N+](=O)[O-])cc2[N+](=O)[O-])cc1	-2.8	-1.9	0.7	-2.8	-0.8	-9.9	0.1	0.6
54	CSCC[C@H](NC(=O)OC(C)(C)C)C(=O)N/N=C/c1cc2ccc(C)cc2nc1Cl	-0.1	7.9	1.4	1.0	-2.8	4.3	-0.5	7.9
55	COc1cccc(N=Cc2nc(-c3ccccc3)oc2OC(C)=O)c1	-8.9	7.4	5.2	10.7	1.2	-11.5	4.9	-2.9
56	CCCN1C2=NCCN2c2ccccc21	-8.1	-1.2	-1.3	7.2	-3.8	-14.8	1.3	-2.4
57	Cc1cccc(OC(C)C(=O)NCc2ccc(S(N)(=O)=O)cc2)c1 (stereo not given)	1.2	-8.0	2.2	3.0	-9.7	-10.2	1.5	1.9
58	CCOC(=O)C1CCN(C(=O)Cn2cc(C#N)c3ccccc32)CC1	-4.3	-7.8	0.5	5.1	-2.3	-12.1	-2.1	-3.9
59	CCOc1ccccc1N1CCN(C(=O)c2ccccc2OCc2c(C)noc2C)CC1	-8.3	5.1	-0.3	2.2	-2.6	-1.7	·	-2.4
60	CN(CCNC(=O)c1ccc(/C=N/O)nc1)Cc1ccccc1	-4.1	-5.6	0.7	2.3	-4.8	-1.7	-8.2	-1.1

More compounds follow.
no.	SMILES	APOBEC3G inh	CCR6 antagonist	MPTP block	CXCR6 inh	GRIN3A LBD mod	EBI2 antag	Gli-Sufu antag	A3A deaminase
61	CCOc1ccc(N(C(C)C(=O)NN=C2CCCCCCC2)S(C)(=O)=O)cc1 (stereo not given)	0.0	8.0	-2.5	3.9	-4.2	-6.1	-1.7	5.3
62	O=C(NCc1ccncc1)NC12CC3CC(CC(C3)C1)C2	-10.4	-3.0	-2.1	3.0	-0.2	-6.3	21.8	4.1
63	C/C(=N/O)c1cccc(N2Cc3ccccc3C2)c1	-3.5	-0.1	-0.9	-10.6	-5.2	-0.1	-17.3	-1.4
64	Cc1c(NC(=O)CSc2nnc3sc4ccccc4n23)c(=O)n(-c2ccccc2)n1C	-5.3	1.6	-1.1	1.2	-0.1	-7.3	-1.9	-3.1
65	O=C1C2CSCN2C(=O)CN1CCCN1CCN(C(c2ccccc2)c2ccccc2)CC1 (stereo not given)	1.5	8.0	0.1	-0.5	-1.2	14.1	10.6	-7.6
66	CCOC(=O)NC1(Nc2ccc(C)cc2)Oc2ccccc2O1	-1.0	-2.6	1.6	2.6	1.0	-16.5	-1.3	-2.9
67	COc1ccc(N2CCOCC2)c(NC(=O)c2cccc3ccccc23)c1	-1.6	13.5	0.5	-5.5	1.6	-1.9	4.6	-1.4
68	CN(Cc1ccccc1)C(=O)CN1C(=O)COc2ccc(S(=O)(=O)N3CCCC3)cc21	-1.9	9.6	-3.8	2.3	-1.2	-5.7	-4.6	1.2
69	COc1ccc(CNC(=S)Nc2cccc(F)c2)cc1	-4.8	1.2	8.8	-1.2	-6.5	8.7	22.3	-7.5
70	O=[N+]([O-])c1ccccc1/C=N/N1CCN(c2ccccn2)CC1	-2.7	5.9	0.0	0.4	-0.3	1.5	-45.3	2.0

The order is random; any-hit rate near 5.8%.
